Pol iota inh: blocks human DNA polymerase iota activity. Q9UNA4. Pol iota fluorescent replication assay, 10 min. Potency, µM (top dose mostly 115 µM), for inactives: top-dose activity, negative = inhibition, hits mostly inhibitors. 1% of 390,000 active
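Fluorescent replication assay read twice, at 0 min and 10 min after adding 50 nM (final) substrate. Enzyme (10 nM) and compounds were first incubated 15 min at room temperature; enzyme-free buffer wells were negative controls.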
G9a block: G9a (human) methyltransferase inhibition. Q96KQ7. G9a H3K9 monomethylation, AlphaScreen, 2 h. Potency, µM (titrated, usually from 102 µM), for inactives: top-dose activity, negative = inhibition, usual class: inhibitors. 8.8% of 350,000 active; further: on the % scale 0 is the no-effect control and ±100 the full control effect; nearly all actives have a fitted effect of over 75% in size
Target sequence (Q96KQ7 913-1193 limits assumed): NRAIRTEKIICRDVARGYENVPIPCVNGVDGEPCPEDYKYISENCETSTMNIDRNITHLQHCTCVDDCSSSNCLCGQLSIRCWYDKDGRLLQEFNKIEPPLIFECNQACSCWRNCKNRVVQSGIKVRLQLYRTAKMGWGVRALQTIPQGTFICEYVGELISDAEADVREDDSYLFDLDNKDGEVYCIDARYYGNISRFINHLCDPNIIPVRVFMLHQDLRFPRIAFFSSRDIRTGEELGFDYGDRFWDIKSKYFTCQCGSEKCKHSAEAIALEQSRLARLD
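G9a (20 nM) was preincubated 15 min with compound, then reacted 2 h at room temperature with 500 nM biotin-H3K9 peptide and 20 µM SAM. Monomethyl-H3K9 detected by AlphaScreen using anti-H3K9me1 antibody.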
Pol kappa inh: inhibitors of human DNA polymerase kappa; Q9UBT6; purified Pol kappa, fluorescent DNA synthesis assay, 10 min; Potency, µM (highest dose often 107 µM), without a hit: at the top dose activity, negative = inhibition, most hits filed as inhibitors; 0.53% of 400,000 active; further: on the % scale 0 is the no-effect control and ±100 the full control effect
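50 nM final substrate added after 15 min RT preincubation of 10 nM Pol kappa with compound; fluorescence read at 0 and 10 min.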
POLH inh: DNA polymerase eta (human) inhibition | Q9Y253 | recombinant Pol eta, fluorescent DNA replication assay | Potency, µM (doses to about 114 µM), without a hit: at the highest dose activity change, negative = inhibition, hits mostly inhibitors | 1.2% of 390,000 active | AID 588591; further: on the % scale 0 is the no-effect control and ±100 the full control effect
Target sequence (Q9Y253 whole entry, looked up): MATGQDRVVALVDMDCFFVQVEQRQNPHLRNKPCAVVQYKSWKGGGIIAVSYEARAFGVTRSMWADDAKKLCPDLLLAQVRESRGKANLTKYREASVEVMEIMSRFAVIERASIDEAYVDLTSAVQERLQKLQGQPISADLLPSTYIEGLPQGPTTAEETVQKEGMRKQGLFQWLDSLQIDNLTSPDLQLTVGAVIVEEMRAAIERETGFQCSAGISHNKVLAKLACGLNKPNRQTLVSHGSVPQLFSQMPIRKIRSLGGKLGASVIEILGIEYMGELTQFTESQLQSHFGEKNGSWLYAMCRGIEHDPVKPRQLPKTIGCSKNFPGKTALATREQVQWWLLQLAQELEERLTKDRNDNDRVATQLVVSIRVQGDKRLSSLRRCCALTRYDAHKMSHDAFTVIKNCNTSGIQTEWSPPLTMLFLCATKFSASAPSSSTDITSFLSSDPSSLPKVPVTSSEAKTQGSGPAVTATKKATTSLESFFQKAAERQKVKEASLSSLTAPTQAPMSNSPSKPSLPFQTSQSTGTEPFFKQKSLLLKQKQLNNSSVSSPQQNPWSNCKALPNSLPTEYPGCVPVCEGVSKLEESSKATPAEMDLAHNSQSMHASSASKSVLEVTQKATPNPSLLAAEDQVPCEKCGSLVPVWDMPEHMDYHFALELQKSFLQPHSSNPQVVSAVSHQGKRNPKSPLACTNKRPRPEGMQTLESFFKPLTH
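Pol eta (10 nM) was preincubated with compounds for 15 min at room temperature, after which fluorescent replication substrate (50 nM final) was added to start the reaction. Fluorescence was read kinetically at 0 and 10 min.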
APE1 inh: blocks human APE1 abasic DNA cleavage; P27695; recombinant APE1, TAMRA/BHQ-2 abasic DNA cleavage fluorescence; Potency, µM (top dose mostly 65.8 µM), for inactives: at the top dose activity change, negative = inhibition, actives largely listed as inhibitors; 0.35% of 350,000 active; AID 2517;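 further: plate controls were vehicle for no effect and reference inhibitor for full effect; nearly all actives have a fitted effect of over 55% in size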
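Incision of a quenched TAMRA/BHQ-2 THF abasic-site duplex (50 nM) by 0.75 nM APE1, after 15 min compound preincubation, measured as fluorescence increase over three 60 s reads. Values normalized to buffer, DMSO and NSC13755 control wells.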
BAZ2B block: inhibitors of human BAZ2B bromodomain; Potency, µM (top dose mostly 114 µM), for the others: at the highest dose activity change, negative = inhibition, hits mostly inhibitors; 4.4% of 360,000 active; Q9UIF8; AID 504333; AlphaScreen BAZ2B-H3K14Ac peptide displacement; further: on the % scale 0 is the no-effect control and ±100 the full control effect; nearly all actives have a fitted effect of over 60% in size
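Protein-peptide AlphaScreen: BAZ2B 50 nM, b-H3K14Ac 50 nM, 1x PBS pH 7.4 + 0.01% Tween-20. Preincubation 30 min RT; cpd 30 min RT (top 110 uM); beads 20 min RT, light-protected.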
JMJD2A Tudor inh: blocks the human JMJD2A Tudor domain. 4.4% of 390,000 active. Potency, µM (titrated, usually from 114 µM), inactives show at the highest dose activity change, negative = inhibition, usual class: inhibitors. AlphaScreen JMJD2A-Tudor / H3K4me3 peptide binding. O75164; further: on the % scale 0 is the no-effect control and ±100 the full control effect; nearly all actives have a fitted effect of over 50% in size
Pol beta inh: inhibitors of human DNA polymerase beta; 1.3% of 340,000 active; Pol beta primer extension/strand displacement, fluorescence kinetic; P06746; Potency, µM (highest dose often 114 µM), inactives show top-dose activity change, negative = inhibition, actives largely listed as inhibitors; further: on the % scale 0 is the no-effect control and ±100 the full control effect
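Pol beta (10 nM) and compounds were preincubated 15 min at room temperature, then 50 nM substrate (final) started primer extension/strand displacement. Reads were taken at 0 and 10 min; concentration-response data were fitted to a four-parameter Hill equation.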
BLM helicase inh: inhibitors of human Bloom syndrome helicase BLM; recombinant BLM DNA unwinding, fluorescence dequenching; 0.2% of 350,000 active; Potency, µM (series often up to 56.1 µM), without a hit: at the top dose activity change, negative = inhibition, most hits filed as inhibitors; P54132;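 further: plate controls were vehicle for no effect and no enzyme for full effect; nearly all actives have a fitted effect of over 35% in size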
* marks the source's active call; other numbers are inactive results; u = inconclusive; x = not tested or not shown; & = joins results of further samples; [ ] = dose if it differs, or a comment. The call rests on the fitted dose curve; in most records, active means well fitted curve in the direction sought with a large enough effect; inconclusive means small, poorly fitted or top-dose-only effect, or another doubt; inactive means no such curve, though single readings can be large; an effect the other way counts as inactive or inconclusive. Potency means the concentration at half of the fitted maximal effect.

canonical_smiles	Pol iota inh	G9a block	Pol kappa inh	POLH inh	APE1 inh	BAZ2B block	JMJD2A Tudor inh	Pol beta inh	BLM helicase inh
CCCOc1ccc(CN(C)c2ncnc(N)n2)cc1	101%[activator]	u	1%	5%	23%	-6%	-12%	-1%	-3%
Cc1ccc(NCN2C(=O)C3C4C=CC(C4)C3C2=O)cc1 (stereo unspecified)	2%	7%	-3%	-6%	3%	9%	18µM*	17%	2%
CC(C(=O)Nc1ccccc1)N1CCN(c2ccccn2)CC1 (stereo unspecified)	20%	1%	3%[60.1 µM]	-6%	5%	2%	6%	6%	-3%
CCOc1ccc(CCNC(=O)CCc2nc3ccccc3[nH]2)cc1OCC	-5%	24%[59 µM]	-8%	-7%	5%	-20%	-17%	-10%	-5%
COc1ccc(CCNC(=O)CCCn2c(=O)c3cccn3c3cccnc32)cc1OC	30%	-17%[59 µM]	-3%	-14%	x	-15%	0%	0%	3%
CCC1CN(C(=O)N2CCC(C(=O)NCCc3ccc(OC)cc3OC)CC2)c2ccccc2O1 (stereo unspecified)	9%	28%	-8%	9%	45%[activator]	-26%	-21%	-26%	1%
Cc1ccc(-n2ncc3c(=O)[nH]c(SCC(=O)N4CCOCC4)nc32)cc1	2%	-49%	-5%	5%	5%	-3%	-3%	0%	-1%
COc1ccc(/C=C/C(=O)Nc2cc(C)nn2-c2nc3ccccc3[nH]2)cc1	14%	63%[activator][59 µM]	-19%	-10%	0%	-15%	-10%	-18%	-6%
CC(=O)c1nn(-c2ccc(Br)cc2)cc1C(=O)c1ccccc1	83%[activator]	3%[59 µM]	-7%	-11%	-3%	10%	-17%	4%	-2%
CCCCC[C@@H]1C=C(C(=O)O)[C@H](c2ccc(F)cc2)N1S(=O)(=O)c1ccc(C)cc1	22%	x	-8%	-17%	9%	x	-30%	x	x
CCN1C(=NCCc2cccs2)N[C@@H](c2cccs2)C(C(=O)OC)=C1C	-5%	x	-13%	-18%	2%	-4%[57.1 µM]	u	-2%	2%
O=C(Cn1cncn1)N/N=C/c1c2ccccc2cc2ccccc12	17%	-7%[59 µM]	-12%	u	8%	13%	5%	3%	31%[activator]
CC1(C)C([N+](=O)[O-])C(c2ccc(O)cc2)NC(c2ccc(O)cc2)C1[N+](=O)[O-] (stereo unspecified)	-15%	17%[59 µM]	-8%	-18%	-1%	-7%	-15%	15%	-3%
COC(=O)/C=C1\OC(c2ccccc2)=CC1=O	x	4µM*	x	x	1%	u	x	30%	7%
O=C(Nc1ccccc1)Nc1ccccc1-n1ccnc1	8%	23%[59 µM]	9%	-1%	-2%	-14%	-8%	-1%	-2%
O=[N+]([O-])c1ccc(COc2ccccc2CN2CCCCC2)cc1	7%	x	-8%	-12%	x	x	-19%	x	x
Cc1ccc(CCNC(=O)c2cc(-c3ccc(Cl)cc3)n[nH]2)cc1	30%[activator]	3%[59 µM]	4%	-21%	x	-16%	0%	21%	-1%
Cc1ccnc(NC(=O)CNC(=O)c2ccco2)c1	20%	6%	-14%	-11%	25%	-2%	-7%	x	x
O=C(Nc1nnc(S(=O)(=O)N2CCOCC2)s1)c1ccc(F)cc1	4%&-12%	-16%	-3%&-2%	-10%&4%	31%	4%&-12%	-13%&-16%	-1%&-27%	2%&-2%
COc1ccccc1N1CCN(C(=O)CN(c2ccc(C)c(C)c2)S(C)(=O)=O)CC1	25%	31%[12.7 µM]	3%	-19%	-3%	6%	-7%	7%	0%

Four of these compounds in a different format.
CCCCC[C@@H]1C=C(C(=O)O)[C@H](c2ccc(F)cc2)N1S(=O)(=O)c1ccc(C)cc1
- Pol iota inh = 22%
- G9a block = x
- Pol kappa inh = -8%
- POLH inh = -17%
- APE1 inh = 9%
- BAZ2B block = x
- JMJD2A Tudor inh = -30%
- Pol beta inh = x
- BLM helicase inh = x

CCN1C(=NCCc2cccs2)N[C@@H](c2cccs2)C(C(=O)OC)=C1C
- Pol iota inh = -5%
- G9a block = x
- Pol kappa inh = -13%
- POLH inh = -18%
- APE1 inh = 2%
- BAZ2B block = -4%[57.1 µM]
- JMJD2A Tudor inh = u
- Pol beta inh = -2%
- BLM helicase inh = 2%

O=C(Cn1cncn1)N/N=C/c1c2ccccc2cc2ccccc12
- Pol iota inh = 17%
- G9a block = -7%[59 µM]
- Pol kappa inh = -12%
- POLH inh = u
- APE1 inh = 8%
- BAZ2B block = 13%
- JMJD2A Tudor inh = 5%
- Pol beta inh = 3%
- BLM helicase inh = 31%[activator]

CC1(C)C([N+](=O)[O-])C(c2ccc(O)cc2)NC(c2ccc(O)cc2)C1[N+](=O)[O-] (stereo unspecified)
- Pol iota inh = -15%
- G9a block = 17%[59 µM]
- Pol kappa inh = -8%
- POLH inh = -18%
- APE1 inh = -1%
- BAZ2B block = -7%
- JMJD2A Tudor inh = -15%
- Pol beta inh = 15%
- BLM helicase inh = -3%

(cont.)
canonical_smiles	Pol iota inh	G9a block	Pol kappa inh	POLH inh	APE1 inh	BAZ2B block	JMJD2A Tudor inh	Pol beta inh	BLM helicase inh
O=C(CN1C(=O)NC2(CCCC2)C1=O)Nc1ccc(S(=O)(=O)N2CCOCC2)cc1	70%[activator]	2%	-9%	-9%	-3%	-18%	5%[11.4 µM]	2%	-5%
CC1CCCCN1S(=O)(=O)c1ccc(NC(=O)c2cccs2)cc1 (stereo unspecified)	-7%	u	-7%	2%	2%	-19%	-20%	-20%	-9%
CCCCNC(=O)CCc1c(C)nc2c(c(C)nn2-c2ccccc2)c1C	-18%&-8%	2%	-12%&4%	-1%&-3%	43%	5%&2%	1%&-7%	-13%&5%	-2%&-4%
COc1ccc(C(C)=O)cc1CSC(=N)N	-9%	u	-19%	0%	-1%	18%	-9%	4%	2%
O=C(N/N=C/c1c(O)n(Cc2ccccc2)c(=O)c2ccccc12)c1cccnc1	124%[activator]	9%	u	u	-3%	x	-25%	2%	-18%
O=C(Nc1ccc(Br)c(Br)c1)C1CCCO1 (stereo unspecified)	-13%	x	-7%	-16%	x	x	4%	x	x
NC(N)=N/N=C/c1ccc(OCc2ccc(Cl)cc2)cc1	-6%	u	-6%	-14%	15%	-7%	u	28%	-2%
Cc1cccc(OCc2nnc(SC(C)C(=O)Nc3ccc(N4CCOCC4)cc3)o2)c1 (stereo unspecified)	u	x	0%	-2%	13%	x	-16%	x	x
Cc1ccc(OCCOCCNC(C)(C)C)c([N+](=O)[O-])c1	7%	14µM*	-19%	-14%	0%	79µM*	8.9µM*	1%	-6%
Cc1ccc(NC(=O)CCN2C(=O)NC3(CCCC3)C2=O)c(C)c1	-10%	-1%[2.33 µM]	-4%	2%	34%	-8%	3%	x	x
Cn1c(=O)c2c(=O)cc(NNC(=O)C(C)(C)C)[nH]c2n(C)c1=O	9%	4%[12.7 µM]	2%	-13%	-2%	-8%	-14%	-5%	-1%
Cc1ccc(N(CCC(=O)O)S(=O)(=O)c2cccc(C(F)(F)F)c2)cc1	183%[activator]	97%[activator]	-1%	-22%	11%	15%	-10%	9%	-2%
C=CCn1c(N)cc(=O)nc1SC(C)C(=O)Nc1cccc2ccccc12 (stereo unspecified)	3%	11%[59 µM]	-14%	-11%	-2%	2%	-12%	21%	3%
O=C(CCc1nnc(COc2ccccc2)o1)NC1(c2ccccc2)CC1	23%	7%	-10%	-10%	-1%	-28%	-16%	-21%	-2%
O=C(c1cccs1)N1CCN(Cc2cn[nH]c2-c2ccc(F)cc2F)CC1	17%	x	17%	-5%	13%	11%	-9%	32%	-16%
CCn1c(=O)c2cc(C(=O)NCCN3CCOCC3)sc2c2ccccc21	16%	1%	-18%	-14%	-2%	-5%	-20%	1%	-6%
CC(NC(=O)CNC(=O)c1ccccc1Br)c1cccs1 (stereo unspecified)	56%[activator]	-37%	5%	-8%	5%	1%	-11%	x	x
CCOC(=O)C(Cc1ccc(N)cc1)N1C(=O)c2ccccc2C1=O (stereo unspecified)	-10%	50µM*	-3%	-11%	15%	-37%	u	-23%	1%
CNc1nc(-c2c[nH]c3ccccc23)cs1	-11%	35µM*	-7%	-6%	-2%	35µM*	18µM*	-3%	-10%
CN(Cc1ccccc1)C(=O)Nc1ccc(Cl)cc1	26%	x	-2%	-9%	x	x	27%	x	x

Further records.
Each structure is followed by: Pol iota inh | G9a block | Pol kappa inh | POLH inh | APE1 inh | BAZ2B block | JMJD2A Tudor inh | Pol beta inh | BLM helicase inh
COc1ccc(N(CC(=O)NCc2ccc(F)cc2)C(=O)Cn2nnc(-c3ccc(C)o3)n2)cc1OC
 : 33%[activator] | 7% | -10% | -16% | 29% | 8% | -13% | 0% | -3%
c1cc(-c2cn(C[C@H]3CC[C@@H]([C@@H]4CC[C@H](Cn5cc(-c6ccsc6)nn5)O4)O3)nn2)cs1
 : 20% | u | 10% | -18% | 46%[activator] | -27% | -4% | 8% | -2%
COc1ccccc1CC(=O)Nc1ccc(S(=O)(=O)N2CCCCC2)cc1
 : 52%[activator] | u | -5% | -14% | -10% | -2% | -17% | 4% | -3%
CCOc1ncccc1C(=O)Nc1nc(C(C)(C)C)cs1
 : -5% | 81%[activator][59 µM] | 5% | -5% | 13% | 47%[activator] | 12% | 11% | -8%
COc1ccccc1NS(=O)(=O)c1ccc2oc(SCc3ccc(C#N)cc3)nc2c1
 : -16% | -3%[59 µM] | 1% | -17% | 2% | 1% | -9% | 33% | 5%
N#C/C(=C\c1ccco1)c1nc2ccccc2s1
 : 110%[activator] | 8.9µM* | -6% | -19% | -10% | u | -12% | 2% | -3%

An excerpt; count on the stated rates, not on these rows.
